Screening results from PubChem.
N370S GC mod: N370S glucocerebrosidase modulation, Gaucher chaperone candidate; 330,000 tested, 0.092% active; P04062; N370S GC spleen homogenate, 4MU-glucoside fluorescence; AID 2101; Potency, µM (doses to about 59.4 µM), for inactives: at the top dose activity change, negative = inhibition, hits mostly inhibitors;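 note: 0% = full enzyme activity and -100% = no enzyme basal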
FEN1 inh: human FEN1 inhibition; Recombinant FEN1 flap cleavage, fluorescence, 15 min; AID 588795; Potency, µM (top dose mostly 114 µM), for inactives: at the top dose activity change, negative = inhibition, hits mostly inhibitors; 390,000 tested, 0.35% active; note: nearly all actives have a fitted effect of over 65% in size
Target sequence (P39748 whole entry, looked up): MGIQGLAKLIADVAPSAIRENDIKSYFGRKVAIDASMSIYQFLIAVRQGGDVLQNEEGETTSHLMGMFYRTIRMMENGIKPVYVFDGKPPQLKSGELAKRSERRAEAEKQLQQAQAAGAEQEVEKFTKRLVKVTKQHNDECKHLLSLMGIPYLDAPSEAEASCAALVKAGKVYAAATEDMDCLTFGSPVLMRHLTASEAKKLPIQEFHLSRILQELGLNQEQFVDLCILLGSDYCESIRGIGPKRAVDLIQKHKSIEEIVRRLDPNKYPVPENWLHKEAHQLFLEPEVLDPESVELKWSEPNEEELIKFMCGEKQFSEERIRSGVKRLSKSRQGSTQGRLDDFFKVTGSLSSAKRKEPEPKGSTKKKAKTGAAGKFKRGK
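FEN1 at 10 nM, compound pretreatment for 15 min (room temperature), 50 nM final substrate to initiate; endpoint reads at 0 and 15 min; DMSO-only plates used as vehicle background.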
TDP1 inh: inhibitors of human tyrosyl-DNA phosphodiesterase TDP1; 350,000 tested, 0.28% active; recombinant TDP1, AlphaScreen DNA substrate cleavage; Q9NUW8; AID 485290; Potency, µM (titrated, usually from 130 µM), for inactives: top-dose activity change, negative = inhibition, usual class: inhibitors; note: nearly all actives have a fitted effect of over 40% in size
Target sequence (Q9NUW8 whole entry, looked up): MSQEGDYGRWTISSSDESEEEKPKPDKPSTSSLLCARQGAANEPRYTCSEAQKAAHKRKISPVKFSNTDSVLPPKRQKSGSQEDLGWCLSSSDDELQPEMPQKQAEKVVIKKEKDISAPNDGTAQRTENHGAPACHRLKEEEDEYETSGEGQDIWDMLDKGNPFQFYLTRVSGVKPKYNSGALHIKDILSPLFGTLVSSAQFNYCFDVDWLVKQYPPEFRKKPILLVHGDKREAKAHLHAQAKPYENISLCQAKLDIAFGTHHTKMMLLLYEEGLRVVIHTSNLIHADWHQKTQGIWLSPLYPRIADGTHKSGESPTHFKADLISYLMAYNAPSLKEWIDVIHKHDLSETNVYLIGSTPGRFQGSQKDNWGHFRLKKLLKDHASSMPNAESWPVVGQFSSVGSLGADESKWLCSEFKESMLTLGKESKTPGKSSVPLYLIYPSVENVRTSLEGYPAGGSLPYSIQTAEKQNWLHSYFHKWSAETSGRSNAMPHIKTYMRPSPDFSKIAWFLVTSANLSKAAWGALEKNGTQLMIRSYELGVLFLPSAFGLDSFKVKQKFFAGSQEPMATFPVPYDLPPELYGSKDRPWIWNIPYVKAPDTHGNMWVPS
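Enzyme-compound mixtures sat 15 min at room temperature, followed by a 5 min reaction with 15 nM final substrate and 10 min with AlphaScreen beads. Recombinant human Tdp1 was used at 1 nM final.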
* marks the source's active call; other numbers are inactive results; u = inconclusive; x = no result given; & = joins results of further samples; [ ] = dose if it differs, or a comment. Calls come from the whole dose curve; as a rule, active = well fitted curve in the direction sought with a large enough effect; inconclusive = small, poorly fitted or top-dose-only effect, or another doubt; inactive = no such curve, though single readings can be large; an effect the other way counts as inactive or inconclusive. Unless noted, % is set by controls: 0 for no effect and ±100 for the full control effect; potency is the fitted concentration of half-maximal effect.

N370S GC mod	FEN1 inh	TDP1 inh	structure
6.7%	-11.2%	8.7%	O=C1CCCN1CCCn1cnc2c([nH]c3ccc(F)cc32)c1=O
20.0%	5.4%	5.4%	O=C(CCS(=O)(=O)c1ccc(Cl)cc1)NCCc1c[nH]c2ccccc12
18.9%	-7.6%	3.3%	COc1ccc2[nH]c(=O)c(CN(Cc3ccco3)C(c3nnnn3Cc3ccccc3)C(C)C)cc2c1 (stereo not drawn)
17.8%	3.7%	6.0%	CCCC(=O)N(CC(=O)Nc1sc(C)c(C)c1C(N)=O)Cc1ccccc1
-15.4%	0.8%	6.2%	CSc1nnc2c(n1)c(C)nn2-c1ccc(C)cc1
-7.7%	-10.2%	-1.0%	COc1ccc(S(=O)(=O)N2CCC(C(=O)NCC3CCCO3)CC2)cc1C (stereo not drawn)
4.2%	-8.0%	3.1%	Cc1cc(N2CCC(C)CC2)nc(-n2nc(C)cc2C)n1
3.0%	4.8%	5.5%	O=C(N1CCOCC1)C1(c2ccccc2)CCCCC1
-4.3%	-4.2%	x	CCOC(=O)C1(CCOC)CCN(Cc2cnc(-c3cccc(C)c3)nc2)CC1
-2.2%	3.5%	7.1%	CCn1c(/C=C2\C(=O)N(C)c3ccccc32)nc2ccccc2c1=O
-1.0%	1.3%	6.2%	O=C(CSc1ncnc2nc[nH]c12)NCCc1ccccc1
x	-22.1%	-0.1%	CCN(c1ccccc1)S(=O)(=O)c1cc(C(=O)NCC(c2ccco2)N2CCCCC2)ccc1C (stereo not drawn)
-3.1%	19.7%	1.9%	Cn1c(=O)oc2cc(S(=O)(=O)N3CCC(C(=O)N4CCN(c5ccc(F)cc5)CC4)CC3)ccc21
x	-2.2%	4.5%	O=S1(=O)c2ccccc2N(Cc2ccccc2)c2ccccc21
6.6%	16.9%	6.4%	Cc1sc(NC(=O)CN2CCOCC2)c(C(=O)c2ccccc2)c1C

Rewritten with bars between the fields: entries from further up
mol | N370S GC mod | FEN1 inh | TDP1 inh
Cn1c(=O)oc2cc(S(=O)(=O)N3CCC(C(=O)N4CCN(c5ccc(F)cc5)CC4)CC3)ccc21 | -3.1% | 19.7% | 1.9%
CCCC(=O)N(CC(=O)Nc1sc(C)c(C)c1C(N)=O)Cc1ccccc1 | 17.8% | 3.7% | 6.0%
CCOC(=O)C1(CCOC)CCN(Cc2cnc(-c3cccc(C)c3)nc2)CC1 | -4.3% | -4.2% | x
CSc1nnc2c(n1)c(C)nn2-c1ccc(C)cc1 | -15.4% | 0.8% | 6.2%

Other entries
N370S GC mod	FEN1 inh	TDP1 inh	structure
-6.4%	8.8%	0.0%	CC(=O)N1CCc2cc(S(=O)(=O)NC(C(=O)NCc3ccccc3)C(C)C)ccc21 (stereo not drawn)
3.8%	3.0%	-1.1%	c1ccc(-c2noc(-c3ccc4ccccc4c3)n2)cc1
-8.9%	-21.2%	-2.6%	COC(=O)c1c(C)nn(-c2ccc(F)c(Cl)c2)c1-c1cc(C)on1
-0.8%	-4.7%	5.1%	COc1ccccc1Nc1nc(-c2ccc3c(c2)NC(=O)CO3)cs1
-10.5%	20.0%	5.9%	COc1ccccc1/C=C1\SC(=O)N(CCC(=O)NCCCn2ccnc2)C1=O
-5.8%	7.5%	1.4%	Cc1cc(OCC(=O)NC2CC2)c2c(C)c(C)c(=O)oc2c1
x	-1.7%	6.4%	Cc1cccc(C(=O)Nc2ccccc2OCc2cc(=O)n3c(C)csc3n2)c1
2.2%	x	9.6%[56.1 µM]	COC(=O)CC1C(C)(C)C2(O)OC34CC2C(=O)[C@@]1(C)C3CC[C@]1(C)C4=CC(=O)OC1c1ccoc1 (stereo partly drawn)
2.6%[12.8 µM]	5.3%	4.0%	CCOc1ncccc1C(=O)OCC(=O)Nc1cc(C)ccc1C
9.1%	0.7%	-2.4%	CCN(C(=O)c1cc2c(=O)[nH]c3ccc(C)cc3c2s1)c1cccc(C)c1
-20.9%	-3.3%	11.4%	COc1ccc(C(=O)COC(=O)c2ccccc2NS(=O)(=O)c2ccc(O)c([N+](=O)[O-])c2)cc1
6.9%	-1.8%	4.4%	CC(=O)OC(C(=O)NC1CCCCC1)c1ccncc1 (stereo not drawn)
x	-18.7%	7.6%	CCCN(CCC)CC(O)Cn1cc(/C=C/C(=O)c2ccc(C)cc2)c2ccccc21 (stereo not drawn)
-24.6%	14.4%	x	O=C(CN1CCC(NC(=O)Nc2ccc(F)cc2)CC1)Nc1ccccc1[N+](=O)[O-]
0.8%	4.1%	2.2%	CCCCNc1nc(CC(C)=O)ns1

Whole records from above. Order of values: N370S GC mod | FEN1 inh | TDP1 inh
COC(=O)c1c(C)nn(-c2ccc(F)c(Cl)c2)c1-c1cc(C)on1 in the list: -8.9% | -21.2% | -2.6%
O=C(CN1CCC(NC(=O)Nc2ccc(F)cc2)CC1)Nc1ccccc1[N+](=O)[O-] in the list: -24.6% | 14.4% | x

Other records
N370S GC mod	FEN1 inh	TDP1 inh	structure
7.7%	-19.8%	-14.1%	CC(=O)c1ccc(N2CCN(C(=O)c3cc4c(C)nc5ccccc5c4o3)CC2)cc1
-12.0%	35.5µM*	-2.3%	CCCCN(CC)CCCNC(=O)c1cc2c(-c3ccc(OC)c(OC)c3)nn(C)c2s1
x	1.2%	2.4%	C=CCn1c(C)cc(C(=O)COc2ccc(N(C)S(=O)(=O)c3ccc(NC(C)=O)cc3)cc2)c1C
4.1%	9.3%	2.8%	Cc1ccc(-n2ncc3c(SCC(=O)NNC(=O)c4ccco4)ncnc32)cc1
4.7%	-4.9%	4.4%	Cc1cccc(C(=O)Nc2ccc(S(=O)(=O)Nc3nc(C)cc(C)n3)cc2)c1
21.2%	10.0%	3.0%	O=C(COC(=O)c1ccc(Br)o1)NCC1CCCO1 (stereo not drawn)
x	-4.7%	-3.3%	CC(=O)c1cccc(NC(=O)c2ccc(OCc3c(C)noc3C)cc2)c1
x	2.8%	4.0%[12.3 µM]	COc1ccc(S(=O)(=O)N(CC(=O)Nc2ccccc2Br)Cc2ccccc2)cc1
x	-5.8%	5.2%	Cc1ccc(CCNC(=O)CCn2nc(-c3ccc(Cl)cc3)ccc2=O)cc1
2.6%	-8.9%	7.2%	Cc1ccc2c(CN3CCN(Cc4ccc5c(c4)OCO5)CC3)cc(=O)oc2c1C
-0.4%	12.9%&19.6%	1.5%&-2.6%	CCCNC(=O)C1CCC(CNS(=O)(=O)c2ccc3c(c2)CC(C)N3C(C)=O)CC1 (stereo not drawn)
-9.0%	u	5.0%	CCN1CCN(Cc2ccc(NC(=O)c3cc(NC(=O)c4cnn(-c5ccccc5)c4N)cc(OC)c3)cc2C(F)(F)F)CC1
-2.3%	0.7%	4.8%	CCC(=O)N1CC(C)C(=O)Nc2ccccc21 (stereo not drawn)
-4.4%	-15.6%	x	CCCC(=O)N(C1CC(C)C(C#N)(C#N)C1(C#N)C#N)N(C)C (stereo not drawn)
7.3%	-33.5%	1.2%	CCc1cccc2sc(N(CCCN3CCOCC3)C(=O)CS(=O)(=O)c3ccccc3)nc12
22.6%	3.4%	-2.6%	CCC(C)C(NC(=O)C1CCC(C)CC1)C(=O)Nc1ccc(OC)cc1OC (stereo not drawn)
2.6%	0.2%	9.3%	CCOC(=O)C1=C(COC(=O)c2cccc(N(C)C)c2)NC(=O)NC1C (stereo not drawn)
x	2.3%	-2.9%	Cc1ccc(NC(=O)c2cnc3sc(N4CCOCC4)nn3c2=O)cc1N(C)C
0.2%	-3.1%	-3.0%	Cc1cc(C)n2nc(SCC(=O)c3c(N)n(CC(C)C)c(=O)n(C)c3=O)nc2n1
x	-1.0%	2.3%	CC(=O)Nc1ccc(S(=O)(=O)N(CC(=O)NC2CC2)Cc2ccccc2)cc1
2.4%	-22.5%	2.8%	O=C(COc1ccccc1)OCc1csc(Nc2ccccc2)n1
-12.3%	-9.3%	6.2%	COc1cc(C(=O)NCC(=O)NC(C)CCc2ccccc2)cc(OC)c1OC (stereo not drawn)
9.7%	-4.0%	-7.3%	CC(=O)OCc1cc2cc(C)ccc2[nH]c1=O
x	9.8%	4.7%	COC(=O)c1cccc(NC2=NS(=O)(=O)c3ccccc32)c1
5.0%	1.9%	x	CN(CC(=O)Nc1ccc(F)cc1)C(=O)COC(=O)COc1ccc(C#N)cc1
-1.0%	-0.4%	22.4µM*	CCc1nnc(NC(=O)C2CC(=O)N(C3CCCCC3)C2)s1 (stereo not drawn)
11.3%[2.35 µM]	-10.6%	-2.0%	COc1ccc(N(CC(=O)Nc2cc(C)on2)S(=O)(=O)c2cc(C)ccc2C)cc1
-3.6%	-5.4%	0.0%	COc1ccc(C)cc1NC(=O)CN(C)S(=O)(=O)c1cc(C)ccc1OC
24.3%	11.0%	x	CCN(CC(=O)Nc1cccc(F)c1)CC(=O)Nc1ccccc1OC
x	7.8%	1.8%	COc1cc(SC)ccc1C(=O)N(C)CC(=O)Nc1cccc2ccccc12
11.4%	u	2.0%	O=C(NCc1ccco1)c1ccc(COc2ccccc2Cl)cc1
-20.7%	-0.1%	2.9%	COc1ccc(NC(=O)C23CC4CC(C2)CC(n2cnc(Br)n2)(C4)C3)cc1OC
2.1%	-2.5%	9.0%	COc1ccc(CCNc2ncccc2C#N)cc1OC
-20.9%	1.0%	0.6%	Cc1ccccc1C(=O)NC(CC(C)C)C(=O)Nc1ccc(F)c([N+](=O)[O-])c1 (stereo not drawn)
x	1.9%	2.7%	Cc1cccc(-c2nc(SCC(=O)NCc3ccco3)c3c(=O)n(C)c(=O)n(C)c3n2)c1
16.7%	4.6%	-9.0%	CNCCCOc1cccc(Oc2ccccc2)c1
0.2%	6.6%	0.0%	FC(F)(F)c1cc(N2CCNCC2)c2ccccc2n1
-18.8%	u	2.7%	COc1ccc2[nH]c3c(Cl)ncnc3c2c1
-12.4%	-2.6%	-1.6%	COCCCNC(=S)N1CCN(c2ccccc2)CC1
22.1%	15.6%	-10.0%	N#Cc1cnn2ccc(-c3ccc4c(c3)CCC4)nc12
-1.5%	-5.3%	3.8%	COc1ccc(C2=NN(CCC(=O)NC3CCCCCC3)C(=O)CC2)cc1
2.4%	13.2%	-0.3%	COc1ccc(C(=O)NCCS(=O)(=O)NCc2ccc(C)cc2)cc1
9.0%	5.4%	-2.5%	CCOC(=O)c1ccc(NC(=O)CSC(=S)N2CCOCC2)cc1
-2.3%	3.2%	4.1%	COC(=O)c1[nH]c(C)c(/C(O)=C2\C(=O)C(=O)N(CCN3CCOCC3)C2c2ccc(C)o2)c1C (stereo not drawn)
3.8%	-10.8%	5.6%	Cc1cccc(C(=O)Nc2ccccc2C(=O)NCc2ccco2)c1
-8.0%	-0.8%	x	COc1ccc(C(=O)CC(=O)C(=O)Nc2ccc(C)cc2Cl)cc1
3.9%	-2.9%	-4.3%	COC(=O)c1nnn(-c2nonc2N)c1CSCCO
2.4%	31.0%	4.7%	CC(C)Cc1nnc(NC(=O)CC(=O)Nc2ccccc2C(=O)O)s1
x	-8.7%	-5.6%	Cc1cc2n(n1)CCC(=O)N2Cc1ccc(C(=O)Nc2ccc(Br)c(C)c2)cc1
1.0%	1.5%	5.8%	Cn1c(-c2ccccc2)cnc1N
x	-1.9%	4.4%	COc1ccc(-n2c(SCC(=O)c3ccccc3)nc3c([nH]c4ccccc43)c2=O)cc1
-10.9%	11.4%	3.1%	Cn1cccc1CC(=O)N/N=C/c1ccc(Cl)c([N+](=O)[O-])c1
-19.2%	6.8%	7.7%	CC(N=C1NS(=O)(=O)c2ccccc21)C(=O)NCCCc1ccccc1 (stereo not drawn)
12.6%	11.2%	-3.2%	CCOC(=O)c1c(NC(=O)CN2C(=O)NC3(CCC(CC)CC3)C2=O)sc(C)c1-c1ccc(C)cc1 (stereo not drawn)
u	1.8%	4.9%	N=C1C(c2ccccc2)=C(O)CN1c1ccccc1
2.5%	12.4%&12.1%	5.5%&2.3%	COc1ccc(N(CC(=O)N2CCN(c3cc(C)ccc3C)CC2)S(=O)(=O)c2c(C)noc2C)cc1
x	u	8.4%	COc1ccc(OC)c(N(CC(=O)NCc2ccccc2)S(=O)(=O)c2ccccc2)c1
-14.7%	1.6%	7.7%	CCn1c(NCc2cc(Br)ccc2NS(=O)(=O)c2ccc(C)cc2)nc2ccccc21
2.5%	-7.4%	4.7%	CC(NCc1ccc(S(N)(=O)=O)cc1)C(=O)Nc1ccc([N+](=O)[O-])cc1Cl (stereo not drawn)
x	15.5%	5.4%	Cc1ccc(C(=O)NCc2nnnn2-c2ccc(C)c(C)c2)cc1

Further compounds:
N370S GC mod	FEN1 inh	TDP1 inh	structure
6.1%	3.9%	-2.6%	Cn1cc(C(=O)NCc2ccc(F)cc2)cn1
-5.0%	20µM*	x	O=C(Nc1cccnc1Cl)c1ccc(=O)oc1
1.2%	-1.9%	-0.6%	COc1ccc(-c2n[nH]c(=S)n2/N=C/C=C\c2ccccc2OC)cc1
3.9%[2.35 µM]	-15.5%	9.1%	COCC(C)n1c(C)cc(C(=O)CSc2nc3ccccc3c(=O)[nH]2)c1C (stereo not drawn)
x	2.3%	0.7%	Cc1ccc(C(=O)NNC(=O)C(NC(=O)c2cccc(C)c2)C(C)C)cc1 (stereo not drawn)
15.7%	11.5%	0.0%	C/C(=N\NC(=O)C1(C)CC1(Br)Br)c1cccc(NC(=O)C(C)(C)C)c1 (stereo not drawn)
x	4.5%	10.3%	O=C(CSc1nc(-c2ccccc2)cn1-c1ccccc1F)Nc1ccc(F)cc1

Outcome played no part in choosing rows; about 0.53% have a hit in one of these screens.
